Bioassay records: PubChem, National Center for Advancing Translational Sciences (NCATS)
HT1080 IDH1KD tx: qHTS for induction of synthetic lethality in tumor cells producing 2HG: qHTS for the HT-1080-IDH1KD cell line; Potency, µM (top dose mostly 46.1 µM), for inactives: at the top dose activity, negative = toxicity, most hits filed as cytotoxic; actives 2% (n = 360,000); HT-1080 IDH1 knockdown viability, ATP luminescence, 48 h; AID 686971, 2013;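 also: potency is read from the fitted curve at half-maximal effect; 0% = DMSO wells and -100% = cell-free medium wells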
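IDH1KD HT-1080 cells, 750/well, RPMI + 5% FBS; compound pinned after 2 h settling; 48 h, 37 °C; CellTiter-Glo luminescence; % activity normalised to DMSO and no-cell wells; curves fitted, classed by r2 and efficacy.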
ATXN2 expr inh: Primary qHTS for Inhibitors of ATXN expression. Potency, µM (highest dose often 57 µM), for the others: at the top dose activity change, negative = inhibition, actives largely listed as inhibitors. actives 0.72% (n = 360,000). AID 1745845, 2022. HEK-293 ATXN2-luciferase reporter, luminescence, 24 h; also: potency is read from the fitted curve at half-maximal effect; % is scaled to controls: 0 for no effect and ±100 for the full control effect; nearly all actives have a fitted effect of over 55% in size
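qHTS (up to 57 uM final) was run with 24 h compound exposure of reporter cells at 37 °C. Each well was multiplexed: SteadyGlo luminescence measured ATXN2-luciferase expression after a fluorogenic Gly-Phe-AFC viability readout (25 uM final).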
KB-3-1 tox: qHTS assay for MDR1-selective chemotherapeutics: Primary screen using the parental adenocarcinoma cell KB-3-1; KB-3-1 viability, CellTiter-Glo ATP luminescence, 72 h; Potency, µM (doses to about 46.1 µM), for the others: top-dose activity change, negative = cytotoxic, hits mostly cytotoxic; actives 1.4% (n = 400,000); AID 1347075, 2019; also: potency is read from the fitted curve at half-maximal effect; % is scaled to controls: 0 for no effect and ±100 for the full control effect; nearly all actives have a fitted effect of over 60% in size
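Cytotoxicity in the drug-sensitive parental line KB-3-1 was scored as loss of CellTiter-Glo luminescence following 72 h incubation with compound. Values come from curve fitting of normalized concentration-response data.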
HT1080NT lethal: qHTS for induction of synthetic lethality in tumor cells producing 2HG: qHTS for the HT-1080-NT fibrosarcoma cell line; actives 1.6% (n = 360,000); HT-1080-NT fibrosarcoma viability, CellTiter-Glo ATP luminescence, 48 h; Potency, µM (highest dose often 46.1 µM), for the others: top-dose activity, negative = less viability, hits mostly cytotoxic;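 also: NT is the 2HG producing partner of a matched IDH1 knockdown line; potency is read from the fitted curve at half-maximal effect; 0% = DMSO-treated cells and -100% = media-only wells without cells; nearly all actives have a fitted effect of over 55% in size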
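HT-1080-NT fibrosarcoma cells (2HG-overproducing), 750 cells/well in RPMI with 5% FBS, dosed after 2 h and incubated 48 h at 37C. CellTiter-Glo luminescence normalized to DMSO and no-cell wells; concentration-response curves fitted and classed.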
IL-1B inflam inh: qHTS for Inhibitors of Inflammasome Signaling: IL-1-beta AlphaLISA Primary Screen | THP-1 LPS/ATP IL-1B secretion, AlphaLISA, 16 h; active compounds read low | activity change, % at 57.5 µM | actives 4.7% (n = 360,000) | AID 743279, 2014; in the data active = activity change below about -50%; inconclusive = mostly about -30% to -49%; also: % is scaled to controls: 0 for no effect and ±100 for the full control effect
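Secreted IL-1B measured by AlphaLISA bead assay after 16 h compound exposure of THP-1 cells; compounds (final up to 57.5 uM) added 1 h before LPS (250 ng/mL) and ATP (1.25 mM) stimulation; lower signal means less secretion.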
HepG2 viability: qHTS for Inhibitors of TGF-b: Cytotox Counterscreen | Potency, µM (series often up to 46.1 µM), for inactives: at the highest dose activity change, negative = cytotoxicity, usual class: cytotoxic | actives 0.76% (n = 410,000) | HepG2 CAGA-GFP viability, ATP luminescence, 18 h; also: potency is read from the fitted curve at half-maximal effect; some results filed as inactive show a strong effect at the top dose
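CellTiter-Glo luminescence gave cytotoxicity after 18 hours at 37 degrees C. The cells were HepG2 CAGA-GFP in 1% FBS DMEM, stimulated with 500 pg/mL TGF-beta after compound addition. %Activity was normalised to no-cell wells (complete cell-killing) and DMSO (no toxicity), and curves were fitted and classified.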
MCF10A rereplic: A quantitative high throughput screen for small molecules that induce DNA re-replication in MCF 10a normal breast cells | MCF 10A DNA re-replication, Hoechst nuclear intensity, 48 h | Potency, µM (highest dose often 46.1 µM), for the others: at the highest dose activity, positive = re-replication, actives largely listed as activators | actives 2.9% (n = 350,000) | AID 624296, 2012; also: potency is read from the fitted curve at half-maximal effect; % of control where 0% means no effect; nearly all actives have a fitted effect of over 50% in size
ATXN viability: Viability Counterscreen for Primary qHTS for Inhibitors of ATXN expression | AID 651635, 2014 | Potency, µM (series often up to 56.7 µM), hits mostly cytotoxic | S2 cells (HEK-293 line with an ATXN2-luciferase reporter) viability, CellTiter-Fluor protease fluorescence, 24 h | actives 0.49% (n = 400,000); also: potency is read from the fitted curve at half-maximal effect; nearly all actives have a fitted effect of over 40% in size
SW480 rerep: A quantitative high throughput screen for small molecules that induce DNA re-replication in SW480 colon adenocarcinoma cells | actives 1.8% (n = 340,000) | SW480 DNA re-replication, Hoechst DNA content imaging, 48 h | Potency, µM (doses to about 46.1 µM), without a hit: at the top dose re-replication activation, hits mostly activators | AID 624297, 2012; also: potency is read from the fitted curve at half-maximal effect; % of control where 0% means no effect; nearly all actives have a fitted effect of over 55% in size
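Hoechst fluorescence of nuclei (405 nm excitation, 500-530 nm emission) measured by plate-scanning imager after 48 hr compound exposure at 37 C; re-replication scored as increased number of nuclei with elevated intensity.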
* = called active by the depositor; i = inactive; ? = inconclusive; / = no result given; [ ] = dose if it differs, or a comment. Unless noted, calls follow the shape of the dose curve; as a rule, active = well fitted curve in the direction sought with a large enough effect; inconclusive = small, poorly fitted or top-dose-only effect, or another doubt; inactive = no such curve, though single readings can be large; an effect the other way counts as inactive or inconclusive.

structure	HT1080 IDH1KD tx	ATXN2 expr inh	KB-3-1 tox	HT1080NT lethal	IL-1B inflam inh	HepG2 viability	MCF10A rereplic	ATXN viability	SW480 rerep
COC(=O)c1nn(-c2cccc(C(F)(F)F)c2)c(=O)cc1Sc1ccccn1	-3%	2%	1%	2%	-2	-19%	0%	i	-4%
Fc1ccc(CNC(=S)NC2CCCCC2)cc1	-13%	/	2%	1%	8	-23%	-2%	i	?
O=C(COc1ccccc1)NCC(c1ccc(Cl)cc1)N1CCCCC1 (stereo unspecified)	/	-5%	-17%	/	/	-25%	/	i	/
Cn1c(NCc2ccccc2F)nc2cc(-c3cccc(Cl)c3)sc2c1=O	-1%	8%	0%	30%	-1	7%	/	i	/
O=C(C1CC1)N(CCc1ccccc1)Cc1nc2ccccc2c(=O)[nH]1	-5%	1%	-2%	-2%	29	0%	-1%	i	-8%
Cc1cc(NC(=O)CSc2nc3ccccc3cc2C#N)no1	11%	44%[activator]	11%	25%	-8	-2%	14%	i	-6%
CCCCCCCOC(=O)C[N+](C)(C)CCOC1CC2CCC1(C)C2(C)C (stereo unspecified)	18µM*	35µM*	21µM*	8.2µM*	-100*	18µM*	?	?	?
Cc1ccc(CNC(=O)CCC(=O)Nc2nnc(C)s2)cc1	2%	/	1%	-1%	14	14%	?	i	-2%
COc1ccc(-c2cc(-c3ccccc3)c(C#N)c(SCC(=O)O)n2)cc1	-2%	-6%	2%	7%	-6	-154%	0%	i	?
CN(C)CCNC(=O)/C(=C/c1cccc([N+](=O)[O-])c1)NC(=O)c1ccccc1	12%	-10%	3%	5%	-4	3%	9%	i	-8%
C/C(=N\NC(=O)c1ccoc1C)c1cccc2ccccc12	1%	46%[activator]	-24%	9%	41	6%	?	i	-7%
Cc1cccc(NC(=O)c2ccc(S(=O)(=O)NCc3ccco3)cc2)n1	-8%	4%	-2%	-4%	2	-9%	10%	i	11%
CCOC(=O)N1CCN(C(=O)COc2ccc(S(=O)(=O)NCc3ccccc3)cc2)CC1	-5%	/	-4%	-6%	0	-4%	10%	/	-12%
CCCNC(=S)NC1CC2CCC(C1)N2Cc1ccccc1 (stereo unspecified)	3%	-5%	9%	4%	-4	5%	-9%	i	-5%
COc1ccc(CCn2c(C)cc(C(=O)CSc3nnnn3-c3ccccc3)c2C)cc1	-19%	-28%	-6%	-15%	0	-24%	3%	i	0%
CCOC(=O)C1CCN(c2cc3c(cc2NC(=O)c2ccc(F)cc2)n(C)c(=O)n3C)CC1	5%	8%	10%	13%	34	1%	9%	i	-19%
Cc1cc(C)c2nc(NC(=O)C3CCCO3)sc2c1 (stereo unspecified)	0%	88%[activator]	0%	-1%	-16	6%	3%	i	-5%
Cc1nc(NCCN2CCOCC2)c2oc3ccccc3c2n1	0%	3%	1%	-1%	3	-12%	-4%	i	-14%
CC1CCCN(C(=O)C2CCN(S(=O)(=O)c3ccc4c(c3)CC(C)N4C(=O)C3CC3)CC2)C1 (stereo unspecified)	0%	/	-1%	6%	-13	-5%	13%	i	-11%
O=C(N/N=C(\Cc1ncc[nH]1)c1ccccc1)c1ccncc1	4.1µM*	?	?	-27%	59	-9%	?	i	?

Filtered by structure: the compounds so far with fluorine
structure	HT1080 IDH1KD tx	ATXN2 expr inh	KB-3-1 tox	HT1080NT lethal	IL-1B inflam inh	HepG2 viability	MCF10A rereplic	ATXN viability	SW480 rerep
COC(=O)c1nn(-c2cccc(C(F)(F)F)c2)c(=O)cc1Sc1ccccn1	-3%	2%	1%	2%	-2	-19%	0%	i	-4%
Fc1ccc(CNC(=S)NC2CCCCC2)cc1	-13%	/	2%	1%	8	-23%	-2%	i	?
Cn1c(NCc2ccccc2F)nc2cc(-c3cccc(Cl)c3)sc2c1=O	-1%	8%	0%	30%	-1	7%	/	i	/
CCOC(=O)C1CCN(c2cc3c(cc2NC(=O)c2ccc(F)cc2)n(C)c(=O)n3C)CC1	5%	8%	10%	13%	34	1%	9%	i	-19%

Next entries follow:
structure	HT1080 IDH1KD tx	ATXN2 expr inh	KB-3-1 tox	HT1080NT lethal	IL-1B inflam inh	HepG2 viability	MCF10A rereplic	ATXN viability	SW480 rerep
CCC(CC)c1nnc(NC(=O)c2ccc(S(=O)(=O)N3CCc4ccccc4C3)cc2)s1	0%	-9%	1%	2%	-2	6%	?	i	-5%
O=C1NN(c2ccccc2)C(=O)/C1=C\c1cccn1-c1ccc(Cl)c([N+](=O)[O-])c1	-13%	-5%	2%	-10%	?	-20%	?	i	-1%
COc1cc(C(=O)O/N=C(\N)c2cccc([N+](=O)[O-])c2)cc(OC)c1OC	-4%	9%	-5%	-22%	3	-3%	-4%	i	-4%
Cc1nnc(SCC(=O)Nc2ccc(S(=O)(=O)N3CCCC3)cc2)n1N	6%	-5%	4%	5%	-6	3%	0%	i	0%
CCOC(=O)N1CCC(n2c(SCC(=O)NCc3ccccc3)nc3ccccc3c2=O)CC1	0%	-18%	4%	5%	-27	-12%	0%	?	4%
CN(C)C(CNC(=O)c1ccc(NC(=O)c2cccs2)cc1)c1ccccc1 (stereo unspecified)	-22%	-4%	8%	-13%	?	-19%	3%	i	5%
COc1ccc(C(=O)NCc2nnc(SCC(=O)c3ccc(F)cc3)n2C)cc1OC	2%	-15%	0%	-4%	2	-11%	-5%	i	-3%
COc1ccc([C@H]2CC(=O)C=C(c3ccc(F)nc3)C2)cc1OC	4%	9%	12%	2%	8	0%	-80%[inhibitor]	i	5%[9.22 µM]
CCOc1cc(C2Sc3ccccc3NC3=C2C(=O)c2ccccc23)ccc1O (stereo unspecified)	/	?	-27%	/	/	-35%	/	32µM*	/
CCOc1ccc(NC(=O)c2ccc(NC(=O)c3ccc(NC(N)=O)cc3)cc2)cc1	0%	-7%	-3%	-4%	0	-2%	-8%	i	4%
CC1CCCC(C)N1C(=O)Cn1cc(/C=C2/C(=O)Nc3ccccc32)c2ccccc21 (stereo unspecified)	?	?	0%	?	-55*	-17%	-5%	?	-1%
CCC(CC)C(=O)N1CCc2cc(OC)c(OC)cc2C1COc1ccc(C(=O)OC)cc1 (stereo unspecified)	/	-21%	?	/	/	-23%	/	i	/
COc1cc2c(c(OC)c1O)C(=O)CO2	-2%	/	-1%	-1%	-13	-4%	2%	i	-6%
OCCNc1c2ccccc2nc2c(F)c(F)c(F)c(F)c12	4.6µM*	7.5µM*	0%	?	-93*	11%	?	/	13µM*
CCOc1ccccc1NC(=O)C1CCCN(S(=O)(=O)c2ccc3c(c2)C(C)(C)C(=O)N3C)C1 (stereo unspecified)	-16%	-19%	?	3%	-4	-2%	3%	i	-8%
C/C(=N\NC(=O)COc1ccccc1-c1ccccc1)c1ccc(O)cc1O	?	/	?	-2%	169	-105%	?	i	1%
Cc1ccc(NC(=O)/C(=C/c2cccs2)NC(=O)c2ccco2)c(C)c1	11%	-17%	11%	10%	11	-16%	1%	i	-5%
COC(=O)Cn1c(CCS(=O)(=O)c2ccc(Cl)cc2)nc2ccccc21	-1%	3%	-15%	-4%	1	-22%	-6%	i	1%
O=C(O)c1cc([N+](=O)[O-])ccc1NCc1ccccn1	1%	16%	8%	?	21	-8%	7%	i	1%
Cn1c(=O)[nH]c(=O)c2c1nc(N1CCCCC1)n2CC(O)COc1ccc([N+](=O)[O-])cc1 (stereo unspecified)	-8%	-21%	-2%	-5%	41	-31%	?	i	2%

Next part:
structure	HT1080 IDH1KD tx	ATXN2 expr inh	KB-3-1 tox	HT1080NT lethal	IL-1B inflam inh	HepG2 viability	MCF10A rereplic	ATXN viability	SW480 rerep
O=C1CCCN1C(=O)CSc1nnnn1-c1ccccc1	8%	/	-10%	-2%	11	-26%	12%	i	1%
O=[N+]([O-])c1cccc(S(=O)(=O)NCCOc2cccc3cccnc23)c1	18%	5%	/	4%	12	20%	0%	i	-4%
COc1ccc(CCNC(=O)C2CCN(Cc3nc(-c4ccc(Cl)cc4)oc3C)CC2)cc1OC	14%	-19%	9%	21%	20	5%	-4%	i	-2%
CCCCNC(=O)C1(C)CCCCN1C(=O)c1cc(C#N)cs1 (stereo unspecified)	4%	3%	0%	18%	29	-8%	/	i	/
CCc1nnc(NC(=O)CSc2nnc(CNc3cccc(Cl)c3)n2CC)s1	-3%	-2%	12%	0%	21	-20%	0%	i	-3%
COc1cccc(CNC(=O)[C@@H](C)N2C(=O)N3CCc4c([nH]c5ccc(OC)cc45)C3(C)C2=O)c1 (stereo partly specified)	0%	-2%	0%	-3%	8	-6%	?	i	4%

Look-ups from the list:
HT1080 IDH1KD tx, `O=C1CCCN1C(=O)CSc1nnnn1-c1ccccc1` : 8%
SW480 rerep, `COc1ccc(CCNC(=O)C2CCN(Cc3nc(-c4ccc(Cl)cc4)oc3C)CC2)cc1OC` : -2%
